# Screens: PubChem BioAssay, National Center for Advancing Translational Sciences (NCATS)
# ALOX12 inh – inhibitors of human 12S-lipoxygenase ALOX12; P18054; purified 12hLO, xylenol orange hydroperoxide absorbance; Potency, µM (doses to about 108 µM), for the others: top-dose activity change, negative = inhibition, most hits filed as inhibitors; 580,000 compounds, 1.1% hits; AID 1671190; active = well fitted inhibition curve with a large enough effect; inconclusive = small, poorly fitted or top-dose-only effect, or another doubt; inactive = no such curve, though single readings can be large or run the other way
# Target sequence (P18054 whole entry, looked up): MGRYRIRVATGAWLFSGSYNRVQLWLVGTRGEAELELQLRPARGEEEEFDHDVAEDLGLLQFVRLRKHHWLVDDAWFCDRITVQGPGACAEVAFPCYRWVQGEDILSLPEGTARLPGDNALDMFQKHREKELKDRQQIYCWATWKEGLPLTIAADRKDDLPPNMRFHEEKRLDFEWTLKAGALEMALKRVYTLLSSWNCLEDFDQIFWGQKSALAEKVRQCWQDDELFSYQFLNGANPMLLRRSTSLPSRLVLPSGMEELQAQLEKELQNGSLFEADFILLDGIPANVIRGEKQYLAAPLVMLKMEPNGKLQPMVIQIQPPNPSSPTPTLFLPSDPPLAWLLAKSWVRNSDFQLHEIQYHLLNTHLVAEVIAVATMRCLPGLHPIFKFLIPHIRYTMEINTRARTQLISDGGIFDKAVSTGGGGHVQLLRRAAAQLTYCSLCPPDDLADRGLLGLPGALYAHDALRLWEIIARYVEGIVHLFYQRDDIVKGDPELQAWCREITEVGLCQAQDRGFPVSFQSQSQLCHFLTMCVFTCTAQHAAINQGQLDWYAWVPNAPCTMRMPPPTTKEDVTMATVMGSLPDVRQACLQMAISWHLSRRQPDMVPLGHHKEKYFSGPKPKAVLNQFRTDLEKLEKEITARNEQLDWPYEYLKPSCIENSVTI
#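 Purified human 12hLO (150 nM final) in 25 mM Hepes, 0.01% Triton X-100, pH 7.0 was preincubated 15 min at room temperature with compound. Then 40 uM arachidonic acid was added, 30 min. Hydroperoxide was read by Fe-XO absorbance ratio 573/405 nm.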
# The depositor's hits bear a star; ? = inconclusive; [ ] = dose if it differs, or a comment. % is set by controls: 0 for no effect and ±100 for the full control effect; potency is the fitted concentration of half-maximal effect.
SMILES,ALOX12 inh
COC(=O)C1=C(C)N(Cc2ccccc2C(F)(F)F)C(=NCc2ccc(OC)cc2)NC1c1cccc(Cl)c1 (centres undefined),?
CN(C)c1ccc(-c2nc(C3CC(=O)N(c4ccc(Cl)cc4)C3)no2)cc1 (centres undefined),-5.8%
COc1cccc2ccn(CC(=O)NC(C)c3ccccc3)c12 (centres undefined),-1.9%
CN(C)c1ccc(CN2CCn3c(nn(-c4ccc([N+](=O)[O-])cc4)c3=O)C2)cc1,30.4%
O=C(Cc1ccc2c(c1)CCC2)Nc1ccc(-c2nccs2)cc1,?
COc1ccc(Cl)cc1C(=O)N1CC(F)(F)C[C@H]1c1nc(C)no1,50.2%[activator]
CC1(C)CC(Nc2ncnc3ccccc23)CC(C)(C)N1,-3.8%
O=C(NCC(O)c1ccccc1C(F)(F)F)c1cnccn1 (centres undefined),-19.0%
COCCNC(=O)C1c2ccccc2C(=O)N(Cc2ccco2)C12CCCCC2 (centres undefined),21.8%
O=C(NCCc1ccc(C(F)(F)F)cc1)C12CC3CC(CC(Cl)(C3)C1)C2,-3.6%
COCCCNC(=O)CCN(CCCOC)C(=O)c1cc(C)oc1C,44.7%[activator]
OC[C@@H]1O[C@H](CNC2CCOCC2)[C@H](N2CCCCC2)[C@@H]1O,15.4%[176 µM]

# The final six compounds of the part before come first, to join the parts.
SMILES,ALOX12 inh
CC1(C)CC(Nc2ncnc3ccccc23)CC(C)(C)N1,-3.8%
O=C(NCC(O)c1ccccc1C(F)(F)F)c1cnccn1 (centres undefined),-19.0%
COCCNC(=O)C1c2ccccc2C(=O)N(Cc2ccco2)C12CCCCC2 (centres undefined),21.8%
O=C(NCCc1ccc(C(F)(F)F)cc1)C12CC3CC(CC(Cl)(C3)C1)C2,-3.6%
COCCCNC(=O)CCN(CCCOC)C(=O)c1cc(C)oc1C,44.7%[activator]
OC[C@@H]1O[C@H](CNC2CCOCC2)[C@H](N2CCCCC2)[C@@H]1O,15.4%[176 µM]
Cc1cc(C)c(NC(=O)CN2CCC(C(=O)N3CCCC3)CC2)c(C)c1,-31.0%
CC(=O)N1CCN(CC(=O)Nc2sc3c(c2C(N)=O)CCC3)CC1,9.2%
CCCn1c(SCC(=O)c2cc(C)n(C)c2C)nc2cc(S(N)(=O)=O)ccc21,-15.7%
COc1ccc2cc(C(=O)N3CCN(c4ccccc4F)CC3)c(C)nc2c1,-3.0%
O=C(NCc1coc(-c2cccs2)n1)c1cc(Cl)cc(Cl)c1,?
CC(=O)N1CC(CO)C2(CCN(C(=O)c3ccccc3Cl)CC2)C1 (centres undefined),41.7%
COC(=O)[C@]1(C)C[C@H](C(=O)NC(C)(C)CO)[C@H](c2ccccc2Cl)N1C,21.8%
O=C(NCC(=O)N(Cc1ccco1)C1(C(=O)NC2CCCCC2)CCCCC1)c1ccccc1,20.4%
CC(C)CCN(C(=O)CN1c2ccccc2CC1C)c1c(N)n(Cc2ccccc2)c(=O)[nH]c1=O (centres undefined),?
CN(CCOc1ccc(F)cc1)C(=O)c1ccc2ccccc2n1,3.9%
CC(NC(=O)c1ccc(-c2ccc(F)cc2)o1)c1ccccc1 (centres undefined),?
O=C(NCc1ccc2c(c1)OCO2)c1cnc2c(c1)N(Cc1ccccc1)CCC2,5.1%[176 µM]
CN1CCN(c2ccc(-c3n[nH]c4c3CC(=O)N(CC3CC3)C4)cc2)CC1,2.8%[176 µM]
O=C(/C=C/c1ccc(Cl)cc1)c1ccc(N2CCOCC2)cc1,?
CO[C@H]1[C@H](NC(=O)c2cccs2)c2ccccc2C12CCN(Cc1cccn1-c1ccccn1)CC2,8.1%
O=C(C1CCCO1)N1CCN(c2nc(-c3cccnc3)nc3c2CNC3)CC1 (centres undefined),29.1%
COc1ccc(CC(=O)NC2CCN(c3nc4ncccc4o3)CC2)cc1,34.3%[activator]
Cc1ccc(C(=O)NC(C)c2ccc3c(c2)NC(=O)CO3)s1 (centres undefined),11.5%
O=C(CSc1cc(Cl)ccc1Cl)NC1CCS(=O)(=O)C1 (centres undefined),-7.3%
CC(C)(C)c1cc(NC(=O)c2cccc(Br)c2)no1,37.9%[activator]
CNC(=O)c1cccc(-c2cnc3[nH]cc(CC(=O)NCCOC)c3c2)c1,17.0%[176 µM]
O=C(NC1CCCCC1)C1=Cc2cc(Cl)ccc2OC=C1,-5.1%
CCOC(=O)c1ccc(NC(=O)CCS(=O)(=O)c2cc(-c3cc(C)no3)ccc2OC)cc1,-6.8%
CC(=O)Nc1ccc(NC(=O)NC(C)C)cc1,?
CC(C)C(NC(=O)C1CC1)c1ccccc1 (centres undefined),3.8%
CC(C)c1ccc(-c2cc(C3CC3)nc(N)c2C#N)cc1,?
OC(CNC/C=C/c1ccccc1)c1ccccc1 (centres undefined),-22.8%
CC(=O)c1c[nH]c2ccccc12,0.6%
O=C(c1cc2ccccc2[nH]1)N1CCCC(c2nc(CCOCC3CC3)no2)C1 (centres undefined),?
O=C(NCc1ccncc1)c1nc2c(o1)CCN(Cc1ccc3[nH]ccc3c1)CC2,22.9%[176 µM]
CC(C)C[C@H](NC(=O)c1cc2ccccc2s1)C(=O)N1CCN(C(=O)[C@H](CO)NS(=O)(=O)c2ccc(Cl)cc2Cl)CC1,?
Clc1cccc(-c2noc(CSc3nnc(C4CC4)n3-c3ccccc3)n2)c1,-20.6%
O=C1NCCCCCCN(Cc2ccncc2)[C@@H]2CN(C3CCC3)CC[C@H]12,53.3%[activator]
CN(CCc1ccncc1)C(=O)c1cc(C2CC2)nc2ccccc12,5.5%
CS(=O)(=O)N1CCN(C(=O)Cn2nc3c(cc2=O)CCCC3)CC1,29.7%
Cc1cc(CN2CCC([C@@H]3CNC[C@H]3CO)CC2)n(C)n1,?
CCn1nc(C(=O)Nc2cccc(C(=O)Nc3ccncc3)c2)c2ccccc2c1=O,0.7%
CCCOc1cc(C)c(Cl)cc1S(=O)(=O)N1CCCCC1,?
O=C(NCCc1ccc(Cl)cc1)C1CCc2nnc(C3CCN(C(=O)c4ccccc4)CC3)n21 (centres undefined),4.5%[6.33 µM]
O=C(Nc1ccc(S(=O)(=O)N2CCCC2)cc1)C1=COCCO1,0.8%
CC(=O)Nc1sccc1C#N,?
Cc1cnc(CC2CCN(S(=O)(=O)c3ccc(C#N)cc3)C2)n1C1CC1 (centres undefined),13.3%
Cc1ccc(C(=O)N2CCN(c3nnc4c(Cl)cccn34)CC2)cc1,70.8%[activator]
Cc1ccc(C(=O)O)c(OCC(=O)NCc2ccco2)c1,-1.1%
Cc1noc(C)c1CNC(=O)CC(C)(C)C,40.8%[activator]
O=C(c1cc(-c2cccs2)nc2ccccc12)N1CCOCC1,-2.4%
c1c[nH]c(CNC[C@H]2Cn3ccnc3CO2)n1,111.0%[activator][176 µM]
COc1ccc(NC(=O)C2CCN(C(=O)c3ncn4c3COC(c3ccccc3)C4)CC2)cc1Cl (centres undefined),0.9%

# Filtered by structure: those above with a CF3 group
SMILES,ALOX12 inh
COC(=O)C1=C(C)N(Cc2ccccc2C(F)(F)F)C(=NCc2ccc(OC)cc2)NC1c1cccc(Cl)c1 (centres undefined),?
O=C(NCC(O)c1ccccc1C(F)(F)F)c1cnccn1 (centres undefined),-19.0%
O=C(NCCc1ccc(C(F)(F)F)cc1)C12CC3CC(CC(Cl)(C3)C1)C2,-3.6%

# Further structures follow:
SMILES,ALOX12 inh
CC/C=C(/C)C(=O)Nc1cccc(SC)c1,-14.8%
CCNC(=O)CC1=C2CCCCC2N(C)C1=O (centres undefined),43.5%[activator]
CN(Cc1ccccc1Br)C(=O)CSc1cc(C(=O)NC2CC2)c2ccccc2n1,18.2%
CCCNC(=O)N1CCC(N2CC(OCCOC)C23CCCCC3)CC1 (centres undefined),-1.5%
Cc1c(-c2ccccc2F)[nH]c2ccc(CNC(=O)CCN3CCCC3=O)cc12,14.2%
COc1ccc(Cn2c(C3CCN(C(=O)COc4cccc(C)c4)CC3)n[nH]c2=O)cc1,?
Cc1ccc(C)c(C(C)NC(=O)CC(C)(C(=O)O)c2ccccc2)c1 (centres undefined),1.8%
CC(C)NC(=O)C[C@@H]1C[C@H]2O[C@H](CNC(=O)NC3CCCCC3)[C@@H](O)[C@H]2O1,31.4%[176 µM]
Cc1ccc(NC(=O)C2(C#N)CCCC2)c(C)c1,-18.8%
CCNc1c(NC(=O)NCCc2ccccc2)c(=O)oc2ccccc12,?
COc1ccc(NC(=O)N(C)Cc2cccc(C(F)(F)F)c2)cc1,20.0%[176 µM]
CCc1ccccc1Nc1nc(N)c(C(=O)c2ccc(C)cc2)s1,?
CC(=O)N[C@H]1[C@H](O)[C@H](O)C[C@@H]1c1ccc(C(F)(F)F)cc1,3.9%[176 µM]
COc1ccc(CN2CC[C@H]3COC(=O)N3c3ccc(OC)cc3C2)cc1,-0.9%[176 µM]
COCCN1C(=O)CS(=O)(=O)C12CCN(C(=O)c1ccc(Cl)cc1)CC2,8.2%
O=S1(=O)NCC2(CCCN(Cc3cccnc3)C2)Oc2ncccc21 (centres undefined),1.9%[6.33 µM]
CCN1CC(CNc2nccc(-c3c(C)nn(C)c3C)n2)CC1=O (centres undefined),-20.0%
CCn1cnc2c1c(=O)n(CC(=O)NC(C)c1ccco1)c(=O)n2Cc1ccccc1 (centres undefined),?
O=C(Cc1ccccn1)N1CC(=O)N2[C@H](C1)[C@@H](c1ccc(Br)cc1)[C@@H]2CO,-22.9%
CC(C)c1ccc(C(NC(=O)c2n[nH]c(=O)c3ccccc23)C(C)C)cc1 (centres undefined),19.9%
O=C(c1ccoc1)N1CCOc2ccc(CN3CCc4ccccc4C3)cc2C1,52.9%[activator]
Nc1nc(NCCNC(=O)c2ccccc2Cl)cc(C2CC(O)C2)n1 (centres undefined),16.4%
CCOC(=O)c1cnc2ccc(OC)cc2c1Nc1ccc(C(C)=O)cc1,?
CC1CCN(S(=O)(=O)N2CCC(C(=O)c3ccc4c(c3)OCCO4)CC2)CC1,?
CC(Sc1ncc(C(F)(F)F)cc1Cl)C(N)=O (centres undefined),9.9%
CN1C[C@@H](NC(=O)c2ccc(-c3ccccc3)cc2)C[C@H]1c1nc(-c2ccncc2)no1,12.1%[176 µM]
CCOc1ccccc1NC(=O)Nc1ccc2nc(NC(C)=O)sc2c1,?
COc1ccc(NC(=O)CCn2ccn3nc4c(c3c2=O)CCCC4)cc1,-1.1%
CN(C(=O)c1cccc(OC(F)F)c1)C1CCCCC1,-3.5%
CCCCCCn1nc(C(=O)Nc2ccc(OC)c(NC(C)=O)c2)c2ccccc2c1=O,7.5%
O=S(=O)(NCCc1csc2nc(-c3ccccc3)nn12)c1cc(Cl)ccc1Cl,3.5%
Cc1cc(CN(C)C(C)c2cccs2)no1 (centres undefined),5.8%[176 µM]
COc1ccc(NS(=O)(=O)c2ccc(OCC(=O)NCc3ccccc3OC)c(C)c2)cc1,?
O=C(CCC1CCCN(S(=O)(=O)c2ccccc2F)C1)NCc1cccs1 (centres undefined),5.7%
CCN1c2cc(C(=O)NCc3ccc(C)c(C)c3)ccc2C(=O)N2CCCCCC21 (centres undefined),11.4%
O=C(NC1CC1)C(Sc1ccccn1)c1ccccc1 (centres undefined),?

# Reprinted at random: 2 entries already listed.
SMILES,ALOX12 inh
COC(=O)C1=C(C)N(Cc2ccccc2C(F)(F)F)C(=NCc2ccc(OC)cc2)NC1c1cccc(Cl)c1 (centres undefined),?
CN(CCOc1ccc(F)cc1)C(=O)c1ccc2ccccc2n1,3.9%

# (listing goes on)
SMILES,ALOX12 inh
COc1ccc(C(CC(=O)N(C)Cc2ncc(C)[nH]2)c2ccccc2)cc1 (centres undefined),24.9%
COc1ccc(-c2cn[nH]c2-c2ccc(OCCN3CCCCC3)cc2O)cc1,-17.7%
CCOc1ccc(CC(=O)N2CCC(Cc3nc(-c4ccccc4)no3)CC2)cc1,9.7%
Cc1ccc(OC2(C(=O)N3CCCC3c3nccs3)CCNCC2)cc1 (centres undefined),17.8µM*
COC[C@@H]1CN(Cc2cccc(OC)c2OC)C[C@H]1c1ccccn1,70.0%[activator]
Cc1cccc(CN2CCCN(S(=O)(=O)c3ccccc3)CCC(=O)NCC2)c1,-2.5%
CCn1nc(C(=O)Nc2cccc(S(=O)(=O)NC3=NCCC3)c2)c2ccccc2c1=O,2.7%
O=C(COC(=O)c1ccc(S(=O)(=O)NCc2ccco2)cc1)c1ccc(F)cc1,?
Cc1sc(NC(=O)Cc2ccccc2)c(C#N)c1C,?
Cc1c(C(=O)N(Cc2cccc(OCC3CCOC3)c2)Cc2ccccn2)[nH]c2ccc(Cl)cc12 (centres undefined),31.4%[activator]
Cn1c(=O)c2[nH]c(-c3ccccc3Cl)nc2n(C)c1=O,?
CCNc1nc2ccccc2nc1C(C#N)S(=O)(=O)c1ccc(C)c(C)c1 (centres undefined),14.1µM*
O=C(Cn1c(=O)c2c(ncn2C2CCCC2)n(Cc2ccccc2)c1=O)NCc1cccc(Cl)c1,-0.9%
CC1CCCC[C@@]12CCc1cc3c4c(c(=O)oc3cc1O2)CCC4 (some centres undefined),-29.2%
Cc1cc(C)cc(NC(=O)N2CCC(Oc3ncccc3C(=O)N3CCOCC3)C2)c1 (centres undefined),9.4%
CCc1nc2c(c(-c3ccc(Cl)cc3)n1)CN(C(=O)c1ccc(F)cc1)CC2,5.1%
O=C(NCCc1ccncc1)C1CN(C(=O)CCCc2ccccc2)CC12CCOCC2 (centres undefined),-4.0%
Cc1noc(C)c1COc1cccc(C(=O)N[C@@H](Cc2ccccc2)c2nc3ccccc3[nH]2)c1,?
COc1ccc(-c2cc3c(cn2)CN(Cc2cccnc2)CCN3)cc1F,71.6%[activator][176 µM]
Cc1nn(Cc2ccccc2)c(C)c1[C@@H]1C=C[C@@H](NS(=O)(=O)c2ccccc2)C1,-0.5%[176 µM]
c1ccc(Nc2cc3c(cn2)CN(Cc2ncc[nH]2)CCN3)cc1,82.6%[activator][176 µM]
CCCC(=O)N1Cc2ccccc2CC2(CCN(Cc3ccccc3)CC2)C1,4.7%[6.33 µM]
CC(Sc1nnc2ccccn12)C(=O)N1CCN(Cc2ccccc2)CC1 (centres undefined),1.4%

# Some of the compounds tested; the hit share may differ from the screen's.
